# NLRP3 yeast inh – NALP3 inflammasome inhibitors in reconstituted yeast, primary screen, luminescence, uHTS; Yeast reconstituted NLRP3/ASC/caspase-1, beta-gal luminescence, 24 h; inhibition, % at 10 µM; hit rate 0.39% among 330,000; AID 2825, 2010;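 active = inhibition of 50% or more; inactive = inhibition below 50%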;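 note: plate controls were induced DMSO wells for no effect and uninduced yeast grown without galactose for full effect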
# Apaf1 inhib – inhibitors of human Apaf-1 apoptosome, primary screen, biochemical, DEVD-Rh110 fluorescence, uHTS | hit rate 0.71% among 330,000 | inhibition, % at 20 µM | reconstituted apoptosome caspase-3 activity | AID 489030, 2010; active = inhibition of at least 40% at 20 µM;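 note: plate controls were DMSO wells for no effect and DEVD-CHO caspase inhibitor wells for full effect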
#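 Material: cell-free apoptosome with Apaf-1, procaspase-3 and caspase-9; Buffer or medium: Hepes pH 7.5 with detergent and BSA; Reagent: cytochrome c trigger plus (Z-DEVD)2-Rh110 caspase-3 substrate; Times: compound with Apaf-1, dATP, procaspase-3 30 min, then 50 min reaction, room temperature; Technique: Rh110 fluorescence intensity.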
# SENP6 inh – SENP6 protease inhibitors, primary screen, biochemical, luminescence, uHTS; Sentrin-specific protease 6 (Homo sapiens), Q9GZR1; Recombinant SENP6 catalytic domain, aminoluciferin luminescence; inhibition, % at 10 µM; hit rate 1.8% among 330,000; AID 2599, 2010;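 active = inhibition above about 50% at the single tested dose, limit read from the data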;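 note: plate controls were DMSO wells with enzyme for no effect and DMSO wells lacking enzyme for full effect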
# HKDC1 inh – HKDC1 hexokinase inhibitors, primary screen, biochemical, fluorescence, uHTS; hit rate 0.16% among 340,000; inhibition, % at 20 µM; Q2TB90; AID 493160, 2011; recombinant HKDC1, G6PDH/diaphorase resazurin coupled fluorescence;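 active = inhibition above about 35% when tested at 20 µM, limit read from the data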;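 note: plate controls were DMSO wells with enzyme for no effect and DMSO wells lacking enzyme for full effect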
#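 test system = in-house recombinant HK5 (HKDC1) enzyme | amount = HKDC1 at 5 µg/mL | control set = DMSO-enzyme wells negative, buffer-substituted wells positive | compound = one dose of 20 µM, 1% DMSO | schedule = reaction time 90 min, room temperature, protected from light | technique = resorufin fluorescence at 613 nm | reagent = glucose with 1 mM ATP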
# SENP1 inh – human SENP1 catalytic domain inhibitors, primary screen, biochemical, FRET, uHTS; recombinant SENP1 catalytic domain, CyPet-SUMO1-YPet FRET cleavage; hit rate 0.21% among 360,000; AID 624204, 2012; inhibition, % at 10 µM;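 active = inhibition at least 30% at 10 µM, raw YFP signal under a set limit, fluorescence ratio 0.5 to 1.5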;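 note: 0% = enzyme with DMSO and 100% = no enzyme wells; some results filed as inactive read as strong as hits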
# Target sequence (Q9P0U3 419-644 limits assumed): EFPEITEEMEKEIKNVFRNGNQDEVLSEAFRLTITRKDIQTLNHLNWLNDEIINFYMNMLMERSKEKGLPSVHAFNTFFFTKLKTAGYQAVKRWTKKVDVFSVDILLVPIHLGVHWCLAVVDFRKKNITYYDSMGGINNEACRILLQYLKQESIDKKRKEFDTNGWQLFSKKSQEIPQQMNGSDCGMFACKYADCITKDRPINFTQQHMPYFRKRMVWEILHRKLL
#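 Assay system – human recombinant His6-tagged SENP1 catalytic domain enzyme · Input – SENP1 enzyme, 20 pM final · Buffer or medium – Tris pH 8 buffer plus EDTA, NaCl, BME, BSA, NP40, catalase · Schedule – 50 min reaction at room temperature · Technique – FRET read of cyan and yellow fluorescence · Control set – no-enzyme wells low, DMSO-plus-enzyme wells high control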
# SENP8 block-1 – SENP8 protease inhibitors, primary screen, biochemical, luminescence | hit rate 1.2% among 330,000 | purified SENP8, Z-RLRGG-aminoluciferin cleavage | inhibition, % at 10 µM | AID 2540, 2010; in the data active = inhibition above about 50%
# Target sequence (Q96LD8 whole entry, looked up): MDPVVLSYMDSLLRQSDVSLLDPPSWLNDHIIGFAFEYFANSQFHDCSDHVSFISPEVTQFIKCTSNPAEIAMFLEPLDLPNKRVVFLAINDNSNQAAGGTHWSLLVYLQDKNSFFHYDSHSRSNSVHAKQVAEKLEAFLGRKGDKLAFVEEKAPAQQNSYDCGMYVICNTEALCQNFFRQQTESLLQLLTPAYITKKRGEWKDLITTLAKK
# SENP7 inh – SENP7 protease inhibitors, primary screen, biochemical, luminescence, uHTS; recombinant SENP7, Z-RLRGG-aminoluciferin luminescence, 40 min; inhibition, % at 5 µM; hit rate 1.5% among 330,000; AID 434973, 2010;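 active = inhibition above about 50% at the single test dose, limit read from the data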;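 note: plate controls were DMSO with enzyme for no effect and no enzyme buffer wells for full effect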
# Target sequence (Q9BQF6 706-1050 limits assumed): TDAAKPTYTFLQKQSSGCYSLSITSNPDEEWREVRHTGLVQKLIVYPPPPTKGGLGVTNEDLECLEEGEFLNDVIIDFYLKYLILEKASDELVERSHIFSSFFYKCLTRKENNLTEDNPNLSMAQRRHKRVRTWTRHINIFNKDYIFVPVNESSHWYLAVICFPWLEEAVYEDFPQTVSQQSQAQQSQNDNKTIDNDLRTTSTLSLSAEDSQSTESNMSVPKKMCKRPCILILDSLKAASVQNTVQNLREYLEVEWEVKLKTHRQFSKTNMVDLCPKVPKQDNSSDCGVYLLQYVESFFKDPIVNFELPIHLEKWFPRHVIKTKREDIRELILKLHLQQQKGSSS
# PfG6PD inh – PfG6PD enzyme inhibitors, primary screen, biochemical, fluorescence intensity, uHTS; glucose-6-phosphate dehydrogenase-6-phosphogluconolactonase (Plasmodium falciparum 3D7); PfGluPho enzyme, NADPH resazurin-diaphorase fluorescence; inhibition, % at 20 µM; hit rate 0.78% among 350,000; AID 504690, 2011;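 active = inhibition reaching at least a set limit at 20 µM in the primary screen, cut at about 59% in these data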;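 note: 0% = DMSO wells with substrate and 100% = DMSO wells lacking glucose-6-phosphate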
# SENP8 block-2 – human SENP8 protease inhibitors, primary screen, biochemical, fluorescence, Nedd8 protein substrate, uHTS; Sentrin-specific protease 8 (Homo sapiens), Q96LD8; recombinant SENP8; inhibition, % at 20 µM; hit rate 0.64% among 360,000; AID 602440, 2012; in the data active = inhibition mostly above about 40%, no sharp cut-off; inactive = mostly below about 27%
# * hit, by the source's call; . = no result given. A portion of the library; rates above refer to the full screens.
SMILES,NLRP3 yeast inh,Apaf1 inhib,SENP6 inh,HKDC1 inh,SENP1 inh,SENP8 block-1,SENP7 inh,PfG6PD inh,SENP8 block-2
CC(c1ccccc1)n1cncc1C(=O)O (stereo not drawn),22,-9,-8,-1,-3,1,-3,-25,15
NS(=O)(=O)c1nc[nH]c1[N+](=O)[O-],.,.,.,-3,0,.,.,-6,11
N=C1c2ccccc2CN1NC(=O)c1ccc(Br)cc1,-4,1,-14,4,2,-14,-2,2,3
CC(=O)N1N=C2C3CCN(CC3)C2C1c1cccc2ccccc12 (stereo not drawn),2,-12,-8,2,-1,1,-8,-2,10
Fc1ccccc1CCNCc1cccc2ccccc12,15,6,-10,4,3,-8,0,-3,10
C[C@H]1CCC/C=C/[C@@H]2C[C@H](O)C[C@H]2[C@@H](O)/C=C/C(=O)O1,.,.,.,2,1,.,.,-1,4
Cc1ccc(-n2c(/C=C/c3ccccn3)nc3ccccc3c2=O)cc1,-1,14,-9,-2,-2,-3,-6,-8,4
O=C(Nc1ccc(C(F)(F)F)cc1)c1cccn(Cc2ccc3c(c2)OC(F)(F)O3)c1=O,14,11,10,-4,3,8,-5,26,4
NC1=Nc2ccccc2Oc2ccccc21,16,0,5,-8,1,0,-2,10,14
Cc1ccc(C(c2nnnn2Cc2ccccc2)N2CC=C(c3ccc(F)cc3)CC2)cc1 (stereo not drawn),7,11,-13,-5,1,-6,2,1,-21
COc1ccc(C(=O)CN2CCOCC2)cc1F,14,5,-3,-1,1,-3,5,5,13
COC(=O)C1=C(c2ccc(S(C)(=O)=O)cc2)C[C@@H]2CC[C@H]1N2C(=O)NCc1ccc(C(F)(F)F)cc1,0,4,2,-4,-2,0,-8,-2,11
CN1CCN(c2ccc(N)cc2)CC1,7,15,2,-2,8,11,-2,30,51*
O=c1[nH]c(=S)n(C2CC2)c(O)c1C=Nc1ccc2c(c1)OCO2,13,-15,-11,1,-17,2,-3,16,-49
CN1C(=O)C(=Cc2sc(=O)n(-c3ccccc3)c2N2CCCCC2)C(=O)N(C)C1=O,.,.,.,2,-14,.,.,-4,23
CNC(=O)Nc1ccc(C(O)(C(=O)OC)C(F)(F)F)cc1 (stereo not drawn),10,-4,-18,-4,-1,6,1,-3,-4
COc1cc(/C=N/n2cnnc2)ccc1OC(=O)N(C)C,1,-30,-14,-10,2,-4,5,2,-4
COc1ccccc1/C=C1\C(=O)NC(=S)N(c2ccccc2)C1=O,8,0,5,-2,-11,5,7,20,16
Cc1ccc(CN2CCCN(Cc3ccc(Cl)cc3)S2(=O)=O)cc1,31,11,6,0,8,9,-1,9,20
O=C1CN(O)C(c2ccccc2Cl)=c2cc(Br)ccc2=N1,-7,-3,-21,6,1,0,1,-4,13
O=c1c2ccccc2nc(/C=C/c2ccc(O)c(O)c2)n1-c1ccccc1,30,13,6,-6,-26,-5,9,23,-276
CCOC(=O)c1ccc(N=C(CC)c2c(O)n(C)c(=O)n(C)c2=O)cc1,11,-6,5,-2,3,-8,-6,4,9
O=C(Cn1ncc2c3ccccc3n(Cc3cccc(Cl)c3)c2c1=O)N1CCC2(CC1)OCCO2,22,17,-3,-5,5,-3,-1,-11,-10
COP(=S)(OC)SCn1nnc2ccccc2c1=O,.,.,.,-2,2,.,.,37,3
O=C(Nc1cccc(Cl)c1)OCC#CCN1CCCC1,.,.,.,-5,0,.,.,28,0
O=C(c1cc([N+](=O)[O-])ccc1N1CCNCC1)N1CCOCC1,10,-5,2,-9,0,-5,-4,7,22
CCOP(=S)(NN(Cc1ccccc1)C(=O)c1ccccc1)OCC,5,9,-8,-3,2,1,9,16,7
CCN(CC)CCOC(=O)c1cc2cc(COC)ccc2o1,22,-20,-9,-4,2,-7,0,-2,15
Cc1nc2c(c(=O)[nH]1)C(c1ccc([N+](=O)[O-])cc1)c1c(c3ccccc3oc1=O)O2 (stereo not drawn),11,-12,-8,0,.,-9,5,-11,.
O=C1C2CCCN2C(c2cccnc2)N1c1nccs1 (stereo not drawn),-3,3,-4,-5,-1,-9,2,8,5

# Looked up above.
# HKDC1 inh, COc1cc(/C=N/n2cnnc2)ccc1OC(=O)N(C)C is entered as -10
# SENP8 block-2, CCOC(=O)c1ccc(N=C(CC)c2c(O)n(C)c(=O)n(C)c2=O)cc1 is entered as 9
# SENP8 block-2, CNC(=O)Nc1ccc(C(O)(C(=O)OC)C(F)(F)F)cc1 (stereo not drawn) is entered as -4
# PfG6PD inh, COc1ccccc1/C=C1\C(=O)NC(=S)N(c2ccccc2)C1=O is entered as 20
# SENP8 block-1, Cc1nc2c(c(=O)[nH]1)C(c1ccc([N+](=O)[O-])cc1)c1c(c3ccccc3oc1=O)O2 (stereo not drawn) is entered as -9
# PfG6PD inh, O=C1CN(O)C(c2ccccc2Cl)=c2cc(Br)ccc2=N1 is entered as -4
# SENP6 inh, O=C(c1cc([N+](=O)[O-])ccc1N1CCNCC1)N1CCOCC1 is entered as 2

# Other records.
SMILES,NLRP3 yeast inh,Apaf1 inhib,SENP6 inh,HKDC1 inh,SENP1 inh,SENP8 block-1,SENP7 inh,PfG6PD inh,SENP8 block-2
COc1ccc2c(c1O)-c1cccc3c1[C@@H](C2)N(C)CC3,8,0,-8,9,-8,-3,-9,21,-68
CC1(C)OC(c2ccccc2)=C/C(=C/C=C2C(=O)NC(=S)NC2=O)O1,15,38,7,20,.,14,-3,26,.
O=C(Nc1cccc(Cl)c1)c1c(O)c2c(n(Cc3ccco3)c1=O)CCCC2,-4,7,3,-4,.,2,8,33,.
CN(C)C(=O)Oc1ccc(C(=O)c2ccccc2)cc1,17,-19,2,-3,0,-7,-5,-5,8
Cc1nn(Cc2ccccc2)c(C)c1C(=O)OCC(=O)NC1CCS(=O)(=O)C1 (stereo not drawn),5,7,-12,-10,2,-12,-5,5,25
Cc1cc(C=C2C(=O)NC(=O)NC2=O)c(C)n1-c1ccc2c(c1)OCO2,-12,8,-18,12,-9,-9,-5,11,-13
Cc1cc(C)cc(NC(=O)CCNC(=O)N2C[C@H]3C[C@@H](C2)c2cccc(=O)n2C3)c1,3,-3,-10,-3,-53,-11,8,18,19
CC(OC(=O)c1cn(C)c2ccccc12)C(=O)N(C)c1ccccc1 (stereo not drawn),10,5,-3,-5,4,8,0,13,4
COc1cccc(N2C(=O)NC(=O)/C(=C/c3ccc4c5c(cccc35)CC4)C2=O)c1,0,16,-5,.,.,-9,-10,.,.
COc1ccc(CN2CC3CC(C2)c2cccc(=O)n2C3)cc1OC (stereo not drawn),-11,6,-36,1,1,-11,-5,-17,1
O=C(c1ccccc1)c1ccccc1N=Cc1c(O)[nH]c(=O)[nH]c1=O,-19,3,2,5,2,-8,-4,5,13
COC(=O)C1=C(C(=O)OC)C2OC1c1cc3ccccc3cc12,.,.,.,-3,1,.,.,49,-2
COC(=O)C1=C(c2ccc(OCc3ccccc3)cc2)C[C@@H]2CC[C@H]1N2C(=O)NCc1ccc(OC)c(OC)c1,12,28,2,-1,4,-7,-3,-4,3
Cc1cc(C)n2nc(SCC(=O)N3CCC4(CC3)OCCO4)nc2n1,14,-14,4,13,5,-2,-6,-3,11
Cc1cc(OCC(=O)NCc2ccncc2)c2c3c(c(=O)oc2c1)CCC3,7,7,2,0,2,-4,13,5,-362
Cc1cccc(N=C2c3cc([N+](=O)[O-])ccc3-c3c2cc([N+](=O)[O-])cc3[N+](=O)[O-])c1,.,.,.,28,5,.,.,74*,94*
CN1CCC(N(C)c2nc(-c3ccc([N+](=O)[O-])cc3)nc3ccccc23)CC1,.,.,.,6,2,.,.,4,15
c1ccc(CCNCc2ccccc2)cc1,-2,-12,-2,-8,1,-5,1,-10,21
CCC(=Nc1ccc2c(c1)CCC2)c1c(O)n(C2CCCCC2)c(=O)[nH]c1=O,-4,40,-7,-3,-3,-3,9,0,0
COc1ccc(CN2CCN(c3ccccc3F)CC2)cc1O,9,7,-12,-2,1,-3,10,11,18
COC(=O)C1=C(N)Oc2c(c(=O)oc3ccccc23)C1c1cccnc1 (stereo not drawn),3,1,-1,8,1,3,6,-6,0
Cc1ccc(C(=O)NC2CC3CCC(C2)N3)cc1 (stereo not drawn),17,-13,-24,6,3,1,3,-8,6
C[N+]1(CC2COC(c3ccco3)O2)CCCCC1 (stereo not drawn),6,0,4,3,3,-4,3,-3,10
CCN(CC)CCCN=C(C)c1c(O)n(C2CCCCC2)c(=O)[nH]c1=O,23,-7,-16,-4,-37,4,-6,11,7
Cc1ccc(OCCOc2cccc(C=C3C(=O)NC(=O)NC3=O)c2)c(C)c1,24,13,10,4,2,-1,5,19,14
O=P(O)(Oc1ccccc1)OC(c1ccccc1)C(F)(F)F (stereo not drawn),-2,3,7,-2,2,-8,-8,2,6
CC12C=CC(=O)C=C1CC(O)C1C2CCC2(C)C1CCC2(C)O (stereo not drawn),.,.,.,-8,3,.,.,-14,13

# 2 entries drawn at random from those above, as already listed:
SMILES,NLRP3 yeast inh,Apaf1 inhib,SENP6 inh,HKDC1 inh,SENP1 inh,SENP8 block-1,SENP7 inh,PfG6PD inh,SENP8 block-2
C[N+]1(CC2COC(c3ccco3)O2)CCCCC1 (stereo not drawn),6,0,4,3,3,-4,3,-3,10
Cc1cc(C)n2nc(SCC(=O)N3CCC4(CC3)OCCO4)nc2n1,14,-14,4,13,5,-2,-6,-3,11

# Screening results from PubChem BioAssay.
